# CCR6 antag: antagonists of human CCR6 receptor; actives 0.49% (n = 340,000); CHO-K1 CCR6 PathHunter beta-arrestin, luminescence, CCL20-stimulated; inhibition, % at 20 µM; P51684;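 active = compounds whose inhibition of the agonist-driven luminescence signal at 20 µM reaches about 50%, limit read from the data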;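 also: cells stimulated with CCL20 at 14 nM final; plate controls were DMSO with CCL20 for no effect and DMSO without agonist for full effect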
# APJ antagonist: blocks the human apelin receptor APJ; CHO-K1 APJ beta-arrestin complementation, luminescence; inhibition, % at 20 µM; actives 0.32% (n = 330,000); AID 2521;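 active = inhibition above about 40% at 20 µM, limit read from the data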;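 also: cells challenged with 10 nM apelin-13 agonist together with compound; plate controls were apelin-13 plus DMSO wells for no effect and DMSO wells lacking apelin-13 for full effect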
# Mdm2-MdmX inh: inhibitors of human Mdm2/MdmX interaction. actives 3% (n = 330,000). SaOS-2 split-luciferase Mdm2/MdmX complementation, luminescence. AID 485346. inhibition, % at 8 µM;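 active = inhibition of at least 50% at 8 µM in the primary screen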
# EBI2 antag: blocks human EBI2 receptor beta-arrestin signaling. P32249. EBI2 beta-arrestin recruitment, luminescence, 7a,25-OHC stimulated. inhibition, % at 5 µM. actives 0.81% (n = 360,000). AID 651636; in the data active = inhibition above about 38%;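 also: enzyme fragment complementation signal reports receptor beta-arrestin coupling in cells; 0% = agonist plus DMSO wells and 100% = wells without agonist; some results beyond the cut were filed as inactive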
# Target sequence (P32249 whole entry, looked up, the tested form may be a part): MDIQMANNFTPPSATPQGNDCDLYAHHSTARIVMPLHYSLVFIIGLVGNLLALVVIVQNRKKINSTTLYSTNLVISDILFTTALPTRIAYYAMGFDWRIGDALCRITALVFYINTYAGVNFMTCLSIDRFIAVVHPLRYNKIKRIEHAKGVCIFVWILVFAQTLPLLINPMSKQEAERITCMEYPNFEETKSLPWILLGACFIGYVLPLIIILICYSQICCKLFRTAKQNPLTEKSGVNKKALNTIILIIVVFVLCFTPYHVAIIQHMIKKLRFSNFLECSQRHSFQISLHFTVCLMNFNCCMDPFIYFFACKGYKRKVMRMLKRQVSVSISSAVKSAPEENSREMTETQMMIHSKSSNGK
# tim23-1 inh: growth inhibitors of tim23-1 mutant yeast; S. cerevisiae tim23-1 growth, BacTiter-Glo luminescence, 24 h; inhibition, % at 20 µM; actives 1.3% (n = 330,000); AID 463212;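 active = growth inhibition of the mutant yeast at or above 50%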;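 also: temperature-sensitive mutant grown at 25 °C; plate controls were DMSO-treated mutant yeast for no effect and medium wells lacking yeast for full effect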
# CXCR6 inh: blocks human CXCR6 beta-arrestin recruitment. O00574. CHO-K1 PathHunter CXCR6 beta-arrestin, luminescence. inhibition, % at 20 µM. actives 0.36% (n = 360,000). AID 602244; in the data active = inhibition above about 34%, passing the limit was not always enough;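 also: antagonist mode with CXCL16 agonist at 10 nM final; 0% = 10 nM CXCL16 with DMSO and 100% = unstimulated wells without agonist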
# Target sequence (O00574 whole entry, looked up): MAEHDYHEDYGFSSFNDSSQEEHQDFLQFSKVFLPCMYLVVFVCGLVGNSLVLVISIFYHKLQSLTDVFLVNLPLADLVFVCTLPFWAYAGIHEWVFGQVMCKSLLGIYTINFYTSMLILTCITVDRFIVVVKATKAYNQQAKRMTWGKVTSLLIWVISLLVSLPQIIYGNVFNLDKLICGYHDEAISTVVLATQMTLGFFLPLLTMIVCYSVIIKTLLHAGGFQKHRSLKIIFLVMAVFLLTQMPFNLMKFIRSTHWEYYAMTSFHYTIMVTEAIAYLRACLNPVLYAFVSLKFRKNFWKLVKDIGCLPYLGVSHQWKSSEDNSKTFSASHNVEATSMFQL
# CHOP UPR activ: apoptotic UPR (CHOP) activation | CHO-CHOP luciferase reporter, luminescence; percent of tunicamycin response over DMSO baseline | activation, % at 10 µM | actives 0.34% (n = 330,000);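 active = at 10 µM dose, activation of 40% or more, normalized to positive control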;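 also: 100% = tunicamycin at 10 µg/mL and 0% = DMSO alone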
#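 assay system = CHO CHOP reporter cells | amount = 500 CHO-CHOP cells per well | buffer or medium = F12 with 10% FBS | incubation = 16-18 h cell attachment, then 6 h compound exposure, 37 °C | detection = luminescence read with Steady-Glo | read-out = percent activation relative to tunicamycin control | controls = tunicamycin high control, DMSO low control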
# APJ agonist: activates the human apelin receptor APJ; actives 0.11% (n = 330,000); CHO-K1 APJ PathHunter beta-arrestin, luminescence; 0% DMSO wells, 100% apelin; activation, % at 20 µM; P35414;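 active = activation more than six SD over the plate average, tested at 20 µM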;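 also: 0% = DMSO alone and 100% = apelin-13 at 10 nM; some results filed as inactive read as strong as hits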
#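 Assay system: CHO-K1 APJ beta-arrestin complementation cell line / Compound: single test compound dose, 20 µM final, 1% DMSO / Times: overnight seeding, 90 min compound at 25 °C, 1 h detection / Technique: beta-gal luminescence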
# XBP1 UPR activ: activators of adaptive arm of unfolded protein response (XBP1) | activation, % at 20 µM | actives 0.33% (n = 330,000) | CHO-XBP1 luciferase reporter, IRE1-XBP1 UPR activation, luminescence; percent of tunicamycin response, DMSO as zero;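 active = versus positive control, 20 µM dose yields 30% or more activation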;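 also: 100% = tunicamycin at 10 µg/mL and 0% = DMSO only wells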
#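 Material: IRE1-XBP1 luciferase reporter CHO line / Quantity: one thousand reporter cells per well / Buffer or medium: F12 with 10% serum / Compound: 20 µM single concentration, DMSO 1% / Times: 6 h treatment, 37 °C / Detection: Steady-Glo luciferase glow luminescence, 10 min after reagent addition / Benchmarks: tunicamycin high, DMSO low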
# The depositor's hits bear a star; . = not tested or not shown.
structure	CCR6 antag	APJ antagonist	Mdm2-MdmX inh	EBI2 antag	tim23-1 inh	CXCR6 inh	CHOP UPR activ	APJ agonist	XBP1 UPR activ
CSc1nc(Sc2ccccc2Cl)c2ccccc2n1	-0.7	-0.3	52.5*	-30.2	4.7	-3.5	-0.5	-5.2	-7.9
CC1=NN(C(=O)COc2ccc(C)c(C)c2)C(O)(c2ccc(Cl)cc2)C1 (stereo unspecified)	8.6	-12.1	-6.2	-7.8	20.0	1.0	0.2	-1.8	0.4
O=C(CSCc1ccc([N+](=O)[O-])cc1)NC1CC2CCC1C2 (stereo unspecified)	-5.3	12.6	-15.8	4.2	30.4	-10.4	0.1	1.0	-0.6
Cc1cc(OC(=O)c2c(Cl)cc(Cl)cc2Cl)nc(C)n1	-9.3	-5.1	22.8	-10.0	31.4	5.9	0.4	0.8	0.5
CCCN1C[C@H](CSC)C[C@@H]2c3cccc4[nH]cc(c34)C[C@H]21	16.5	30.2	19.2	6.1	-0.7	5.1	-0.5	-2.7	-7.0
CCCNC(=O)CCC(NS(=O)(=O)c1ccc(C)cc1)C(=O)NCCC (stereo unspecified)	-3.1	9.3	18.1	6.1	0.3	-0.5	-0.6	-5.0	-2.2
CCn1ncc(CNC(=O)CCSc2nc(-c3ccco3)cc(C(F)(F)F)n2)c1C	2.4	2.6	14.1	-4.5	12.4	-3.9	-0.6	-3.1	3.8
C[C@@H]1CC[C@H](O)/C=C/C(=O)O[C@H](C)CC[C@H](O)/C=C/C(=O)O1	1.0	-40.5	32.8	-4.6	-11.3	0.2	9.7	-3.9	-1.6
Cc1ccc(-c2ccc(/C=N/NC(=O)Cc3nnc(N)s3)o2)cc1Cl	2.7	7.4	-10.7	-10.2	13.7	-7.5	-0.1	-1.0	1.1
CC(C)c1ccc(NC2CCCN(C(=O)c3ccc(Cn4cnnn4)cc3)C2)cc1 (stereo unspecified)	19.5	7.3	4.2	3.3	-15.2	0.8	-1.7	-1.8	-2.3
N#Cc1c2c(c(=S)n(-c3ccccc3)c1N)CCCC2	14.2	21.4	15.5	-5.9	9.3	-4.3	-1.8	-4.5	8.8
CC1CC2=C(C(=O)O1)C(c1ccc(Cl)cc1)Nc1ccccc1N2 (stereo unspecified)	5.0	2.2	10.5	1.3	6.7	-1.5	-1.8	1.0	-3.0
O=C(Oc1ccccc1)c1ccc(COC(=O)c2cnccn2)cc1	-1.6	6.7	-1.7	-9.9	6.6	-11.6	5.2	-4.2	-0.5
COc1ccccc1N(CC1CO1)S(=O)(=O)c1ccccc1 (stereo unspecified)	10.2	9.8	2.2	-8.5	11.5	-2.2	3.9	-4.5	1.0
Cc1ccc2c(COC(=O)CNC(=O)c3ccco3)cc(=O)oc2c1C	11.8	8.0	-7.2	-3.5	16.8	5.2	0.4	-1.3	-2.9
CC1(c2ccccc2)NC(=O)N(CC(=O)Nc2ccc(S(=O)(=O)Nc3ncccn3)cc2)C1=O (stereo unspecified)	11.3	-14.9	3.7	2.0	-8.1	2.7	2.2	8.8	1.7
COC(=O)c1cc(OC)c(OC)cc1NC(=O)c1csc(C)c1	9.6	17.6	2.9	-3.8	-1.4	8.7	1.0	-9.3	0.3
Cc1cccc(N(Cc2cc3ccc(C)cc3[nH]c2=O)S(=O)(=O)c2ccccc2)c1	10.7	-7.9	-0.3	31.1	23.1	2.1	1.1	-2.5	-1.2
O=C(NCc1ccco1)C12CC3CC(CC(C3)C1)C2	-6.2	-8.0	-31.4	-5.7	20.8	3.3	-0.4	-2.7	0.2
COc1cc(Nc2ccccc2Cl)c([N+](=O)[O-])nc1[N+](=O)[O-]	16.5	-50.6	23.7	-10.2	10.5	-4.3	2.9	5.5	1.8
Cc1nn(Cc2ccccc2)c(C)c1NC(=O)CSc1nc(C2CC2)nc2c1cnn2-c1ccccc1	5.9	-12.9	11.4	16.9	3.2	4.5	25.9	-2.6	202.5*
Cc1noc(C)c1S(=O)(=O)N1CCCCC1	4.0	5.6	11.9	-0.7	1.5	-5.2	0.6	-0.5	-1.3
Cc1cc(=O)oc(C)c1C(=O)Nc1cccc2nonc12	5.5	7.4	7.8	-0.9	7.5	-0.1	-2.5	-4.6	-3.5
CCCCN1C(=N)N([C@@H](CCC)CN2CCC[C@H]2CN2C(N)=NC[C@H]2CC(C)C)C[C@H]1Cc1ccccc1	11.9	14.9	1.0	-1.0	-14.8	13.4	1.3	-2.4	0.5
COCc1cc(N2CCOCC2)nc(SCc2ccc(Cl)cc2)n1	-0.2	-14.4	-18.2	13.0	9.1	8.0	0.7	-1.7	5.0
Cc1ccc(C(=O)CSc2nnc(-c3ccccc3N)n2C)cc1	13.1	-5.9	0.5	3.4	4.2	-9.0	1.6	1.6	1.7
Cn1ccnc1SCC(=O)Nc1ccc(Cl)cn1	3.4	10.9	0.1	8.3	7.4	-0.3	-2.0	-1.6	6.2
O=C(Nc1ccc(Br)cc1)c1cnccn1	10.8	-3.4	-11.3	-7.8	17.2	-1.1	1.1	-3.0	5.4
CC(C)c1nc2oc3ccccc3c(=O)c2c(=O)n1-c1ccccc1	-9.9	-14.6	-85.5	3.5	9.5	-7.6	-0.5	-1.5	1.8
CCOc1ccc(S(=O)(=O)Nc2cccc(N(C)S(C)(=O)=O)c2)cc1	6.5	3.2	14.4	-4.4	-7.6	-1.1	0.5	-0.2	-2.4
Cc1cc(C)cc(N=c2c([N+](=O)[O-])nn(-c3ccc(Cl)cc3)n2O)c1	17.9	-74.5	36.5	2.4	34.7	8.4	2.3	8.2	3.5
CCOC(=O)N1CCN(C(=O)CSc2nnc(-c3cccc(OC)c3)o2)CC1	11.4	6.7	-4.8	-6.6	4.1	-2.3	0.5	1.3	14.6
CSCCC(NC(=O)c1ccccc1)C(=O)Nc1ccncc1 (stereo unspecified)	3.0	-8.9	1.0	-2.4	1.2	-3.1	-0.3	-0.9	-5.0
O=C(COc1ccc(Br)cc1)OCC(=O)N1CCOCC1	-0.8	-11.6	-2.5	-2.4	11.7	-2.7	0.3	2.8	-3.2
Oc1cc2ccccc2cc1-c1nnc2n1-c1ccccc1SC2	-3.0	21.7	14.9	-4.0	8.5	13.2	-1.4	-4.2	-3.3
Cc1ccc2nc3n(c(=O)c2c1)-c1ccc(Cl)cc1C(=O)NC3CC(C)C (stereo unspecified)	.	11.2	13.8	.	24.3	.	2.0	-2.0	-2.3
COc1cccc(C(C(=O)NCc2ccco2)N(C(=O)Cn2nnc3ccccc32)C2CC2)c1OC (stereo unspecified)	-15.8	-19.5	16.7	0.7	-0.3	0.1	-1.4	-2.0	-4.8
COc1ccccc1N1CCN(S(=O)(=O)c2cccc3nsnc23)CC1	3.6	13.0	-0.7	6.3	15.0	-2.2	-1.7	-2.1	-2.6
COc1ccc(CCNC(=O)CSc2nc3ncccc3[nH]2)c(OC)c1	10.4	-33.3	11.5	4.9	5.1	-6.1	2.4	-2.6	-1.2
O=C(NCC(c1ccc(F)cc1)N1CCOCC1)c1cc(F)c(F)c(F)c1F (stereo unspecified)	19.4	-1.7	-17.1	-0.8	16.9	-2.9	-0.7	-2.1	-3.1
O=C(c1ccc(NC(=O)C(c2ccccc2)c2ccccc2)cc1)c1ccc(C(=O)O)c(C(=O)O)c1	-2.7	-7.9	-15.2	0.2	8.7	-14.9	-0.2	-1.3	-1.2
O=C(c1ccccc1Cl)N1CCN(Cc2ccc3c(c2)OCO3)CC1	-3.5	1.8	22.2	1.8	0.5	-3.6	0.6	-5.4	-3.7
O=C1N2CCSC2=NC1(Nc1nccs1)C(F)(F)F (stereo unspecified)	-4.2	11.1	1.7	-9.8	10.7	-7.9	0.1	-4.0	-0.5
CCc1nnc(NC(=O)c2ccc(N3C(=O)CCC3=O)cc2)s1	-1.2	6.0	-31.6	-6.0	-3.0	-2.4	1.9	-2.6	1.2
Cc1ccccc1-c1nc(CN2CCC(C(=O)NCCCN3CCCC3)CC2)c(C)o1	-10.1	8.2	44.0	-9.5	-16.4	-3.8	1.2	-1.4	0.6
COc1cc(Nc2ncnc(N)n2)cc(OC)c1OC	-13.2	-7.6	1.8	1.1	10.4	6.4	-1.2	1.4	-4.0
COCCn1c(C)cc(C(=O)CSc2nnc(-c3cccnc3)n2-c2ccccc2F)c1C	3.5	-7.3	14.1	-1.6	4.0	-2.4	-1.1	-2.6	1.1
O=C(N/N=C\c1ccc(O)c([N+](=O)[O-])c1)c1ccccc1-n1cccc1	23.6	9.4	11.1	-3.7	14.1	11.2	-0.9	-6.1	-0.1
CC(=O)Nc1nc(CC(C)C)cc(-c2ccco2)c1C#N	-15.1	0.7	13.7	-10.0	7.4	-3.4	-1.0	-4.9	-0.1
O=C(Nn1cnc2ccccc2c1=O)c1c(F)cccc1F	9.6	12.2	9.4	3.8	17.9	-2.2	-0.8	-4.1	-1.5

# Further records:
structure	CCR6 antag	APJ antagonist	Mdm2-MdmX inh	EBI2 antag	tim23-1 inh	CXCR6 inh	CHOP UPR activ	APJ agonist	XBP1 UPR activ
CCOC(=O)c1c(NC(C)=O)sc2c(O)cccc12	7.8	-2.3	18.5	-0.9	16.8	-4.6	-3.4	-2.0	0.9
CCOc1ccc(Br)cc1CNCCN1CCOCC1	19.9	3.8	-2.7	6.0	0.6	-6.2	-0.9	-3.8	-0.1
COc1ccc(N2CCN(Cc3nc4cc(Cl)ccc4c(=O)[nH]3)CC2)cc1	-4.8	6.7	13.2	-13.6	2.1	6.5	0.2	-3.6	1.5
CNC(=O)N1c2ccccc2C=Cc2ccccc21	-14.3	7.6	19.4	-20.1	0.3	-8.1	0.0	-1.0	0.3
O=C(CN(c1ccc2c(c1)OCCO2)S(=O)(=O)c1ccccc1)NCC1CCCO1 (stereo unspecified)	-23.1	6.2	13.1	-12.5	8.2	-17.8	1.4	2.4	-2.4
CCCCCOC(=O)C1=C(C)Nc2ncnn2C1c1cccs1 (stereo unspecified)	18.9	13.7	30.6	2.3	10.7	-5.7	-1.1	7.6	2.7
CCCCOC(=O)Nc1ccc(S(=O)(=O)Nc2onc(C)c2C)cc1	-6.6	-13.4	12.1	5.4	-0.5	-7.1	-2.4	-1.2	-3.9
CCN(CC)CCNC(=O)c1cc2c(-c3ccc(Cl)cc3)nn(C)c2s1	26.6	8.4	38.9	11.6	5.7	-7.5	2.4	2.9	-2.2
CC(=O)Nc1nc2ccccc2n1Cc1ccc(Cl)cc1	48.6	12.0	28.6	-8.3	19.1	34.7	3.0	-1.6	1.2

# Source: PubChem BioAssay (Sanford-Burnham Center for Chemical Genomics)

# Some of the compounds tested; the hit share may differ from the screen's.
